# Screening results: PubChem, several laboratories
# RTF Ca sens act: cardiac RTF calcium sensitization | IANBD-labeled TnC RTF fluorescence at EC20 calcium; 0% EC20 calcium, 100% full calcium | hit rate 0.24% among 340,000 | activation, % at 7.2 µM | AID 493008;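 active = activation above the mean over all tested compounds plus 3 SD, cut at about 30% in these data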;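 also: rise in fluorescence read as greater calcium sensitivity of cardiac thin filaments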
# SR-BI uptake up: SR-BI HDL lipid transfer activation. CHO ldlA[mSR-BI] cells, DiI-HDL uptake fluorescence, 3 h; 100 = double the neutral-control signal. activation, % at 12.5 µM. hit rate 0.096% among 320,000;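 active = mean replicate activation of at least 60% and every replicate at or above 60%; inconclusive = mean or all-replicate condition met, but not both; inactive = mean below 60% and not all replicates reaching 60%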;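 also: 0% = median plate neutral-control signal and 100% = twice that signal; values of inactives mirror those of a sister screen read the other way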
#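 Test system: SR-BI-overexpressing, LDLR-lacking CHO cells; Also added: labelled HDL, 10 µg/mL; Measured by: bottom-read cell fluorescence after medium removal, ex 550/em 595 nm; Timing: 3 h uptake period with compound, 37 °C; Buffer or medium: F12, 0.5% BSA, 25 mM HEPES; Doses: single compound concentration, delivered by pin transfer.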
# LANA DNA inh: KSHV C-LANA DNA binding inhibition | hit rate 0.078% among 340,000 | MBP-C-LANA/FAM-LBS DNA binding, fluorescence polarization | inhibition, % at 9 µM;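 active = highest replicate inhibition at or above 60% at 9 µM, even if other replicates fall short; inactive = all replicates below 60% inhibition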;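 also: 0% = neutral control wells and 100% = 4 µM acridine orange control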
# Cardiac RTF inh: cardiac RTF calcium desensitization. AID 493244. inhibition, % at 7.15 µM. hit rate 0.12% among 340,000. IANBD-labeled cardiac RTF, Ca2+ fluorescence;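 active = inhibition above the mean inhibition of all tested compounds plus 3 SD, cut at about 17% in these data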;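 also: assay run at fixed EC70 calcium of 1.6 mM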
# Rtt109 Vps75: C. albicans Rtt109 histone acetyltransferase inhibition | Q5AAJ8 | purified Rtt109/Vps75, ThioGlo CoA-SH fluorescence, 4 h | inhibition, % at 34.9 µM | hit rate 0.16% among 330,000 | AID 540336;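 active = inhibition of at least 50% in every replicate; inconclusive = best replicate reaches 50% inhibition but some replicates fall short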
# PKA-R2B act: activates the human PKA-R2B holoenzyme complex; activation, % at 11.4 µM; AID 504700; hit rate 0.079% among 340,000; PKA-R2B holoenzyme dissociation, Cy5-IP20 fluorescence polarization; R2B truncated from residue 108, S112A mutant; 0% DMSO only, 100% 113 µM cGMP; P22694+P31323;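 active = activation above a cutoff set at the mean over all compounds plus 3 SD, cut at about 18% in these data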;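 also: higher means more holoenzyme dissociation and a rise in polarization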
# Target sequence (P31323 whole entry, looked up, other chains not shown, the tested form may be a part): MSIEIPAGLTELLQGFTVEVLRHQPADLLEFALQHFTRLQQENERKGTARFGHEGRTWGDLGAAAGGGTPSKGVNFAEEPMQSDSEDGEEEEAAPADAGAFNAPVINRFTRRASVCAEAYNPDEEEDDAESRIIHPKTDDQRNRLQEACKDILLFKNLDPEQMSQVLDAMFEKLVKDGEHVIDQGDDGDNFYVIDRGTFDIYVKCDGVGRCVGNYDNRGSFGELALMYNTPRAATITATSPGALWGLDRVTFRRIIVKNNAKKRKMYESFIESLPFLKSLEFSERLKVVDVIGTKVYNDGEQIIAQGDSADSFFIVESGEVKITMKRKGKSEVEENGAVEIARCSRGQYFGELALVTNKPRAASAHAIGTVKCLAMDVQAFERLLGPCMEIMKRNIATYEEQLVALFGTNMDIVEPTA
# DAGLB inh: diacylglycerol lipase beta (human) inhibition; Q8NCG7; HEK293T DAGLB membrane lysate, EnzChek fluorogenic substrate; inhibition, % at 5.17 µM; hit rate 0.059% among 340,000; in the data active = inhibition above about 34%;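 also: 0% = enzyme with vehicle and 100% = wells lacking enzyme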
# Target sequence (Q8NCG7 whole entry, looked up): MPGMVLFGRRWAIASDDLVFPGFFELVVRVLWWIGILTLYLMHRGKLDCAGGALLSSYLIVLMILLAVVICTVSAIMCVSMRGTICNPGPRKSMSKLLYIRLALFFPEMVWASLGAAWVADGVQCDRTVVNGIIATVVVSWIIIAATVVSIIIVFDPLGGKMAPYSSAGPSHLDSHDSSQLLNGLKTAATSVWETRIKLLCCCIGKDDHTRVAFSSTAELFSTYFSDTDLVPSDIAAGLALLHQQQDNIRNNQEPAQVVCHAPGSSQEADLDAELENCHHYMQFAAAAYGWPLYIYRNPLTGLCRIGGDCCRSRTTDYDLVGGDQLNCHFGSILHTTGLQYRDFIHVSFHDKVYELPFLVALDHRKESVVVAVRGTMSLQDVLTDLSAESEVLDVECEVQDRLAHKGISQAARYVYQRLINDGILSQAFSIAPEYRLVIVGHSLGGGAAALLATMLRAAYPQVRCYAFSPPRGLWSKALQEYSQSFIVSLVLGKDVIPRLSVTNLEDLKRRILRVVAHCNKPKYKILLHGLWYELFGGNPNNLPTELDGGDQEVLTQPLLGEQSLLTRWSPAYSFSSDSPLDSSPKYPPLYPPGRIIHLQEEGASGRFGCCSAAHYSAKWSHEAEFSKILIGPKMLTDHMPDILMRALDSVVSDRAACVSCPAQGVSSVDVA
# CAL PDZ FP-1: human CAL PDZ-peptide interaction inhibition | Q9HD26 | purified CAL PDZ, TMR-peptide fluorescence polarization, 1 h | inhibition, % at 20 µM | hit rate 0.02% among 330,000 | AID 504414;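 active = highest replicate inhibition of at least 40%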;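 also: plate controls were DMSO neutral control wells for no effect and unlabeled competitor peptide control wells for full effect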
#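 Test system: purified CerCALP PDZ construct; Compound dosing: one concentration, 20 µM compound; Also added: TMR-labelled reporter peptide T*-PRC34 bound in PDZ groove; Read-out: inhibition from polarization loss; Controls: unlabelled peptide and DMSO controls; Signal: FP readout, S and P plane fluorescence; Incubation: 1 h at RT.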
# CAL PDZ FP-2: inhibitors of human CAL PDZ peptide binding; Q9HD26; purified CAL PDZ, TMR-peptide fluorescence polarization, 1 h; inhibition, % at 24.9 µM; hit rate 0.92% among 300,000; AID 602252;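 active = mean inhibition of at least 30% with at least half of replicates also reaching 30%; inconclusive = no clear call, values can overlap the other calls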;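 also: 0% = DMSO neutral control and 100% = excess unlabeled competitor peptide PRC23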
# Keap1 Nrf2 FP: inhibitors of human Keap1-Nrf2 protein-protein interaction; Q14145; Keap1 Kelch-Nrf2 peptide fluorescence polarization, 1536-well; inhibition, % at 9.4 µM; hit rate 0.15% among 340,000; AID 504523; in the data active = inhibition above about 12%; inconclusive = no clear call, values can overlap the other calls; inactive = below about 7.3%;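 also: human Keap1 Kelch domain with fluorescein labeled Nrf2 9mer peptide probe; 0% = neutral control wells and 100% = peptide positive control; higher means more block of Keap1 binding to Nrf2 peptide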
# The depositor's hits bear a star; ? = inconclusive; nt = not tested or not shown. Outcome played no part in choosing rows; overall some 1.6% were active at least once.
SMILES	RTF Ca sens act	SR-BI uptake up	LANA DNA inh	Cardiac RTF inh	Rtt109 Vps75	PKA-R2B act	DAGLB inh	CAL PDZ FP-1	CAL PDZ FP-2	Keap1 Nrf2 FP
CCOC(=O)N1CCC(N2C(=O)c3ccccc3C2Nc2ccccc2C)CC1 (stereo not given)	-1	17	-1.9	-16	8	-2	5	0.3	-4	0
COc1ccc(NC(=O)N(C)C[C@H]2Oc3ccc(NC(=O)c4ccncc4)cc3C(=O)N([C@H](C)CO)C[C@@H]2C)cc1	9	22	0.4	-10	0	-1	-2	-0.2	0	-8
CCOC(=O)c1cnn(-c2nc3c(C)cccc3s2)c1C	1	45	-1.3	2	-4	9	-3	-1.7	0	-3
CC1=NOC(=O)/C1=C\c1ccc(-c2ccccc2Br)o1	3	-5	0.3	-8	-13	2	23	-3.1	-4	-4
COc1ccc(Br)cc1CNC(=O)CCCc1cn(C)c2ccccc12	4	-41	-0.9	3	5	7	-14	-1.7	nt	-3
COc1ccc(CN2CCNC(=O)C2CC(=O)NC2CCCCCC2)c(F)c1 (stereo not given)	2	10	-0.7	-13	0	-14	1	0.7	1	-8
O=C(NCc1ccccc1)Nc1cccn(Cc2ccccc2)c1=O	5	7	0.5	1	-4	7	2	-2.9	-15	-1
Cc1cc(NC(=O)c2ccc3nc(-c4ccccc4)c(-c4ccccc4)nc3c2)no1	10	-80	0.4	-12	5	-5	-1	nt	-1	-1
CCCCn1c(N)c(N(CC(C)C)C(=O)c2c(CC)noc2C)c(=O)[nH]c1=O	-2	10	-0.8	-9	11	2	0	0.8	4	5
COC(=O)CNC(=O)C1CC(=O)N(CCc2ccc(F)cc2)C1 (stereo not given)	0	14	23	1	-2	-5	1	-1.3	-4	-7
O=C(CC(O)(c1ccccc1)C(F)(F)C(F)F)c1cccs1 (stereo not given)	0	19	1.0	-1	4	1	-1	0.8	-3	2
COc1cc(NC(=O)c2cccc([N+](=O)[O-])c2)ccc1NC(=O)c1cc2ccccc2o1	-2	-49	-1.4	0	4	-10	-3	0.1	0	-3
CCN(CC)S(=O)(=O)c1cc(C(=O)N=c2sccn2C)ccc1OC	-7	11	-1.2	-5	-2	4	1	-0.3	-3	3
Cc1ccc(-n2c(N)c(C(N)=O)sc2=S)cc1	2	19	1.3	2	-6	-5	2	-0.3	-4	0
O=C(N/N=C/c1cccs1)C1CC(=O)N(c2ccccc2)C1 (stereo not given)	2	20	1.2	-4	1	8	-1	-3.3	-3	1

# The listing continues:
SMILES	RTF Ca sens act	SR-BI uptake up	LANA DNA inh	Cardiac RTF inh	Rtt109 Vps75	PKA-R2B act	DAGLB inh	CAL PDZ FP-1	CAL PDZ FP-2	Keap1 Nrf2 FP
CC(C)C(=O)Nc1nnn(C)n1	-6	-3	-1.9	-1	-2	-13	0	-0.1	nt	4
O=C(NCc1cccs1)C1CC(=O)N(C2CCCC2)C1 (stereo not given)	8	-1	0.4	-6	-1	-2	-1	-2.8	-6	-3
COc1ccccc1CNC(=O)CN1C(=O)NC(C)(c2ccc(C)cc2)C1=O (stereo not given)	-2	nt	-0.2	0	7	2	-1	-0.9	1	-5
CCOc1cc(S(=O)(=O)N(CC)CC)ccc1Cl	6	0	1.2	-9	-16	-7	-5	0.8	1	-6
O=C1CC(NNc2ccccc2)C(=O)N1c1cccc(Cl)c1 (stereo not given)	4	4	-1.3	-1	4	-2	5	-0.1	-3	4
CC1=C(C(=O)OCc2ccccc2)C(c2cccnc2)n2nnnc2N1 (stereo not given)	3	9	0.1	-3	-9	-1	0	-2.2	-3	-5
CCOC(=O)N1CCC(N2Cc3cccc(C(=O)N4CCN(c5cccc(Cl)c5)CC4)c3C2=O)CC1	-3	-6	-1.3	9	16	0	-1	-2.0	-5	-3
CC(C(=O)Nc1ccccc1)N(C)Cc1cccs1 (stereo not given)	-1	nt	1.8	5	1	-2	-1	-4.7	0	-2
CC1(C)CC2CC(C)(CN2C(=O)c2ccc([N+](=O)[O-])cc2[N+](=O)[O-])C1 (stereo not given)	-1	6	-1.0	-7	-3	-2	-3	-0.1	nt	-1
CCOC(=O)CSc1nnc2cc(C)c3ccccc3n12	2	22	1.4	-9	-4	0	-2	-1.0	0	-2
CCOc1ccc(NC(=O)COC(=O)c2cc(S(=O)(=O)N3CCCC3)ccc2C)cc1	3	nt	0.1	-5	2	1	-3	-1.9	1	-3
O=C(c1cc(=O)c2ccccc2o1)N1CCN(c2ccccc2)CC1	0	44	-0.2	-10	-7	2	-2	-0.4	-8	5
CCNC(=O)NC(=O)CSc1ccc(S(=O)(=O)N2CCCCC2)cn1	1	7	2.3	-2	-10	2	1	-1.1	1	-1
O=C(Cn1nc(Cc2cccnc2)c2ccccc2c1=O)N1CCN(c2ccccn2)CC1	11	-14	-1.9	-4	3	-2	0	-0.2	0	-5
CC1(C(=O)O)CCC(C(N)=O)C1(C)C (stereo not given)	1	nt	-0.9	-2	nt	-6	-1	-2.7	-2	-1

# Sorted by value in DAGLB inh (high to low): 3 from the list above.
mol	DAGLB inh
CCNC(=O)NC(=O)CSc1ccc(S(=O)(=O)N2CCCCC2)cn1	1
CC1(C(=O)O)CCC(C(N)=O)C1(C)C (stereo not given)	-1
CCOc1ccc(NC(=O)COC(=O)c2cc(S(=O)(=O)N3CCCC3)ccc2C)cc1	-3

# (more compounds)
SMILES	RTF Ca sens act	SR-BI uptake up	LANA DNA inh	Cardiac RTF inh	Rtt109 Vps75	PKA-R2B act	DAGLB inh	CAL PDZ FP-1	CAL PDZ FP-2	Keap1 Nrf2 FP
O=C(Nc1c2c(nn1-c1cccc(Cl)c1)CS(=O)(=O)C2)c1ccco1	-1	-2	-2.2	0	?	1	-1	-2.4	1	-1
CCS(=O)(=O)N1Cc2ccccc2CC1C(=O)N(C)CC(=O)Nc1cccc(F)c1 (stereo not given)	-1	11	1.5	-5	-4	8	0	-2.9	-7	0
CCOC(=O)C1CCCN(C(=O)/C=C/c2cc(OC)c(OC)c(OC)c2)C1 (stereo not given)	-11	-25	1.5	3	4	8	-2	-2.4	-3	-1
CC(C)Cn1c(-c2ccc(C#N)cc2)nc2c1c(=O)[nH]c(=O)n2CC(C)C	8	1	-2.4	-13	6	-4	1	-1.5	-4	-3
FC(F)(F)c1ccc(N2CCOCC2)c(Nc2nc3ccccc3n3cnnc23)c1	-3	-13	0.3	2	-8	-1	2	-1.8	5	-3
COC(=O)c1cccc(NS(=O)(=O)c2ccc(NC(C)=O)cc2)c1C	1	8	1.6	1	4	6	-1	-0.7	-3	-4
Cc1cc(C)cc(OCC(=O)NNC(=O)c2cc3ccccc3o2)c1	0	4	-0.1	-3	-2	2	-2	-2.1	-1	-7
O=C(CNC(=O)c1cccc(F)c1)OCC(=O)N1CCCc2ccccc21	-2	9	1.6	-6	5	-7	1	-0.3	-1	-5
CN1CCN(c2ccc(NC(=O)c3ccc(-c4ccccc4F)o3)cc2)CC1	-8	-21	-1.5	-4	2	14	-2	0.7	-4	0
Cc1ccc(Nc2cnn(C34CC5CC(CC(CC(=O)O)(C5)C3)C4)c(=O)c2Cl)cc1C	-2	-26	0.5	-2	-4	-10	0	-2.6	-2	-3
O=C(Nc1ccccc1N1CCCC1)c1cccnc1	-3	-3	0.0	-6	-14	-9	2	-1.0	-1	0
COc1cc(C(=O)NCC2CCCO2)cc(Br)c1OCc1ccccc1 (stereo not given)	-6	-29	-1.5	-1	3	-6	1	-0.3	nt	3
CCNc1nc(C(=O)O)nc(N2CCOCC2)n1	12	12	-1.0	2	3	1	1	-1.2	-2	-7
CCOc1ccc(-n2ccn(CC(=O)NCCc3ccccc3)c(=O)c2=O)cc1	-1	9	2.1	-4	-3	-2	2	-1.9	-4	-1
CCn1cc(C(=O)NC(=S)Nc2sc3c(c2C(=O)OC)CCCCCC3)cn1	4	6	-1.9	-9	2	-7	0	-1.2	-3	-9

# (next part)
SMILES	RTF Ca sens act	SR-BI uptake up	LANA DNA inh	Cardiac RTF inh	Rtt109 Vps75	PKA-R2B act	DAGLB inh	CAL PDZ FP-1	CAL PDZ FP-2	Keap1 Nrf2 FP
Cc1ccc(CNC(=O)CCNS(=O)(=O)c2ccc3c(c2)c(=O)n(C)c(=O)n3C)cc1	4	-3	-1.4	-10	-3	1	2	-1.6	nt	2
C=CCn1c(SCC(=O)O)nnc1-c1cccs1	-2	13	-1.2	3	nt	15	1	-1.4	0	-2
CCOC(=O)Cc1csc(N(C)C)n1	16	24	7.0	-16	-3	-4	-1	-0.4	2	2
Cc1ccccc1OCC(=O)NN1CCN(C)CC1	2	6	0.6	4	7	-12	0	-0.3	3	-2
CC(=O)NC(CC(=O)N1CCN(C(C)=O)CC1)c1ccccc1 (stereo not given)	0	6	-1.1	5	2	3	-1	-1.5	-1	0
CC(=O)c1sc(NC(=O)CS(=O)(=O)c2ccccc2)nc1-c1ccccc1	-4	4	-1.0	-11	8	7	5	-6.8	0	1
COC(=O)c1nn(-c2ccc(OC)cc2)c(=O)cc1NN	-3	-7	6.0	-8	5	1	2	0.0	4	1
CCN(CC)S(=O)(=O)c1ccc(Cl)c(NC(=O)COc2ccccc2[N+](=O)[O-])c1	7	-25	2.1	-19	4	-7	-3	-0.6	nt	-4
Nc1ncn(C(=S)Nc2ccccc2)n1	2	7	3.5	4	-5	-11	-3	-0.6	-10	0
CC(C)C(NC(=O)c1cccnc1)C(=O)O (stereo not given)	2	13	-2.7	-14	-1	-6	-1	1.5	-2	-5
Cc1oc(C(C)(C)C)cc1C(=O)N1CCN(c2ccc(C(F)(F)F)cn2)CC1	-2	18	-1.3	4	16	0	-8	-1.6	-3	4
COc1ccc(NC(=O)CSc2nnc(-c3ccncc3)n2CC2CCCO2)c(OC)c1 (stereo not given)	-4	-6	-0.1	-3	6	-5	-3	-0.4	-8	-7
Oc1c(C(Nc2nccs2)c2ccc(C(F)(F)F)cc2)ccc2cccnc12 (stereo not given)	3	nt	-0.2	1	-2	-11	5	-4.0	0	-1
CC(=O)Nc1cccc(NC(=O)CSc2n[nH]c(-c3ccccc3)n2)c1	-5	-5	-1.2	-4	-2	-6	-1	-0.5	nt	-3
Cc1cc(NS(=O)(=O)c2ccc(NC(=O)c3cc4c(=O)n5ccccc5nc4s3)cc2)nc(C)n1	1	7	1.4	-18	-5	-5	4	-5.7	-5	-2
Cc1c(C(=O)NCc2ccc3c(c2)OCO3)oc2ccccc12	-6	-3	-1.5	-6	-9	1	-5	-2.0	nt	3
COc1cccc(NC(=O)N2CCCC2)c1	3	11	1.5	-3	-4	6	0	-1.1	-3	2
Cc1cc(C)c2nc(SCC(=O)NCCN3C(=O)CSC3=O)cc(C)c2c1	-6	-21	1.4	-15	-4	-1	0	-0.1	4	0
